SDO1 yeast rescue: sdo1-depleted yeast growth rescue | S. cerevisiae sdo1-depleted JHY4D growth rescue, OD600 30 h; hits give high values; pdr5 snq2 efflux-pump mutant strain | z-score at 10 µM | actives 0.21% (n = 140,000) | AID 817;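 active = z-score above 3 at both the 24 hr and the 30 hr optical density reads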;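 also: z-score against mean and SD of all compound wells on the same plate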
INS promoter inh: TRM-6 insulin promoter activity inhibition | actives 0.9% (n = 130,000) | TRM-6 cells (human fetal islet line), insulin promoter-eGFP reporter, imaging; reporter expression induced with tamoxifen | AID 1273 | inhibition, % at 2 µM;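 active = inhibition above the mean plus 3 SD, with well images judged a real hit on visual review, cut at about 60% in these data, passing the limit was not always enough; inconclusive = inhibition over the cutoff but images rejected on review; inactive = inhibition not above the cutoff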
SDO1 yeast rescue Rescue 24 h: recorded beside SDO1 yeast rescue, whose call it bears; z-score; S. cerevisiae sdo1-depleted JHY4D growth rescue, OD600; measured here: growth rescue at 24 h;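 0 is the plate mean of compound wells and units are plate SD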
Numbers without * were called inactive; i = inactive; ? = inconclusive; . = not tested or not shown.

INS promoter inh | SDO1 yeast rescue | SDO1 yeast rescue Rescue 24 h | SMILES
. | 1.3 | 0.67 | CCOC(=O)N/N=C(\C)c1ccc(OC(F)F)cc1OC(F)F
. | -0.16 | -0.69 | CC(C)CC(=O)Nc1nc(=S)ss1
. | 0.16 | 0.44 | Cc1ccc(SCC(=O)Nc2ccc(N3CCN(c4ccccc4)CC3)c(F)c2)cc1
. | -1.07 | -0.97 | Cc1ccc(NS(=O)(=O)c2cc(C(=O)NCCSc3ccc(C)cc3)ccc2C)cc1
-188.4 | -1.23 | -0.39 | O=C(Nc1nc(=O)c2ccccc2s1)c1ccccc1
3.3 | 0.95 | 0.93 | CCOC(=O)C1=NN(C(C)=O)C2(CC(=O)N(c3cc(C)cc(C)c3)C2=O)C1 (stereo not given)
. | -0.15 | 1.4 | COC(=O)c1cc2oc3ccccc3c2n1CC(=O)Nc1ccccc1OC
. | -0.52 | -0.02 | O=[N+]([O-])c1nn(-c2ccccc2)n(O)c1=NCc1ccc2c(c1)OCO2
-9.1 | . | . | COc1cccc(NC(=O)COc2ccc3c(c2)CCC3)c1
-429.4 | -0.25 | -0.65 | Cc1cc(NC(=O)c2cnn3c(C(F)(F)F)cc(-c4ccccc4)nc23)no1
40.5 | 0.67 | 0.42 | CNC(=O)CSc1nnc(-c2cccc(S(=O)(=O)N3CCOCC3)c2)n1-c1ccc(F)cc1
-12.5 | 0.37 | -0.43 | Cc1oc(C(C)(C)C)cc1C(=O)N1CCCC1C(=O)O (stereo not given)
21.7 | -0.55 | -0.31 | CCN(CC)CCNC(=O)c1ccc(N)cc1
-42.9 | 0.67 | 0.81 | COc1ccc(NC(=O)c2ccccc2F)cc1Cl
12.5 | -0.23 | -0.19 | O=C(O)c1ccc2c(c1)C(=O)N(CCC1=CCCCC1)C2=O
28.6 | . | . | Cc1ccc(-n2c(CNc3ccc(F)cc3)nnc2SCC(=O)O)cc1
26.7 | 1.54 | 1.05 | CCCNC(=O)c1[nH]c(C)c(C(=O)OCC)c1C
. | 0.19 | 1.28 | CNC(=S)N/N=C/c1c(C)nn(-c2cccc(Cl)c2)c1Cl
71.4* | . | . | CC(C)=C1SC(N2CCN(c3ccc(Cl)cc3)CC2)=NC1=O
i | -0.13 | -0.62 | CCOC(=O)N1CCN(CC(O)COCc2ccc(Cl)cc2)CC1 (stereo not given)
-100.0 | 2.37 | 1.35 | CCc1cccc(NC(=O)Cn2c3[n+](c4ccc(C(F)(F)F)cc42)CCCCC3)c1
28.6 | -0.03 | 0.06 | Cc1occc1-c1nnc(SCC(=O)NC(C)(C)C)n1C(C)c1ccccc1 (stereo not given)
-10.5 | -0.69 | -0.42 | O=[N+]([O-])c1ccc(NCCCNS(=O)(=O)c2ccccc2)c(Cl)c1
. | 0.38 | -0.73 | COc1ccc2[nH]c(C)c(CCN3C(=O)C4CC=CCC4C3=O)c2c1 (stereo not given)
-5.0 | . | . | O=C(CSc1ccsc1[N+](=O)[O-])N1CCN(c2ccccn2)CC1
15.2 | 1.62 | 2.04 | O=C1CC(N2CCN(Cc3ccccc3)CC2)C(=O)N1CCc1ccccc1 (stereo not given)
0.0 | . | . | COc1ccc(/C=N/NC(=O)c2cc(=O)[nH]c3ccccc23)cc1OC
14.8 | 1.09 | 0.21 | CCCC(=O)c1ccc2c(c1)OCCO2
28.6 | . | . | CN(Cc1ccccc1)c1ccc(N2C(=O)CCC2=O)cc1[N+](=O)[O-]
. | -1.36 | -0.92 | CCCc1nc(SCC(=O)N2CCCc3ccccc32)c2c(=O)n(C)c(=O)n(C)c2n1
-35.7 | . | . | COc1cccc(-c2noc(C3CCCN(C(=O)CC(C)(C)C)C3)n2)c1 (stereo not given)
-26.1 | -0.84 | -0.17 | O=C(O)CCCCCCC1C(=O)NC(=O)N1CCC(O)C1CCCCC1 (stereo not given)
. | -1.58 | -1.34 | Cn1c(SCc2c(Cl)cccc2Cl)nnc1-c1cccs1
? | -0.05 | -0.19 | CNS(=O)(=O)c1ccc(Oc2ccc(S(=O)(=O)NC)cc2)cc1
50.0 | . | . | O=C(COC(=O)/C=C/c1cccc([N+](=O)[O-])c1)NCc1ccco1
15.0 | . | . | COc1ccc(-c2csc3ncn(CC(=O)N4CCOCC4)c(=O)c23)cc1
. | -0.29 | -0.69 | CC(=O)Nc1ccc(S(=O)(=O)c2ccc(N)cc2)cc1
14.3 | -2.49 | -1.98 | COc1cccc(-c2cc3nc4c(c(N5CCC6(CC5)OCCO6)n3n2)CCCC4)c1
26.7 | -0.03 | -0.19 | CN1CCN(c2ccc([N+](=O)[O-])cc2/C=N/NC(=O)c2ccc(F)cc2)CC1
14.3 | -1.01 | -1.4 | COc1cccc(C(=O)COC(=O)C(C)N2C(=O)c3ccccc3C2=O)c1 (stereo not given)
13.6 | -0.42 | 0.33 | O=c1c2ccccc2nc2n1C(CSCc1ccccc1)CS2 (stereo not given)
-64.5 | 0.97 | 1.38 | Cc1noc(C)c1COC(=O)CN(C)S(=O)(=O)c1ccc(Cl)cc1
-12.5 | -1.49 | -0.82 | O=C(CSc1nnnn1C1CCCCC1)Nc1cccc(NC(=O)c2ccco2)c1
20.0 | 0.41 | 0.4 | CC(C)Nc1nnc(SCC(=O)c2c[nH]c3ccccc23)s1
-12.5 | 0.3 | -0.83 | COc1cc(OC)c(OC)cc1CN(C)CCc1ccccn1

Gathered by group, the entries above containing an NH in an aromatic ring
INS promoter inh | SDO1 yeast rescue | SDO1 yeast rescue Rescue 24 h | SMILES
26.7 | 1.54 | 1.05 | CCCNC(=O)c1[nH]c(C)c(C(=O)OCC)c1C
. | 0.38 | -0.73 | COc1ccc2[nH]c(C)c(CCN3C(=O)C4CC=CCC4C3=O)c2c1 (stereo not given)
0.0 | . | . | COc1ccc(/C=N/NC(=O)c2cc(=O)[nH]c3ccccc23)cc1OC
20.0 | 0.41 | 0.4 | CC(C)Nc1nnc(SCC(=O)c2c[nH]c3ccccc23)s1

More compounds.
INS promoter inh | SDO1 yeast rescue | SDO1 yeast rescue Rescue 24 h | SMILES
-457.1 | 2.24 | 1.71 | CCOCCCn1c(-c2ccc(Cl)cc2)n[nH]c1=S
-47.8 | 0.48 | -0.42 | CCCOc1ccccc1C1NC(=O)NC(C)=C1C(=O)OCCOC (stereo not given)
27.0 | -0.15 | -0.64 | O=[N+]([O-])c1ccccc1S(=O)(=O)Oc1ccccc1/C=N/n1cnnc1
37.5 | 1 | 1.11 | O=C(O)C1CC=CCC1C(=O)N1CCc2ccccc21 (stereo not given)
30.4 | 0.3 | 0.07 | CCCCOC(=O)Nc1sc2c(c1C(=O)OC)CCC2
-33.3 | -0.64 | 0.99 | CCNC(=S)N(CCc1c(C)[nH]c2ccc(C)cc12)Cc1cc(OC)c(OC)c(OC)c1
. | 1.15 | 0.67 | CN(CC(=O)Nc1ccc(Cl)cc1)C(=O)c1cccc(S(=O)(=O)N(C)C)c1
39.4 | -0.1 | -0.61 | O=C(COC(=O)C1=COCCO1)Nc1ccc2c(c1)OCO2
46.7 | . | . | CCN(CC)S(=O)(=O)c1ccc2c(c1)[nH]c(=S)n2CC
-83.3 | . | . | COc1ccc(/C=C/C(=O)OCC(=O)Nc2ccc(S(N)(=O)=O)cc2)cc1OC
-14.3 | -1.36 | -2.05 | O=C(CN1C(=O)c2ccccc2C1=O)Nc1nc(-c2cccc([N+](=O)[O-])c2)cs1
46.4 | -0.52 | 0.81 | Cc1cc(Cl)ccc1OCCCC(=O)N/N=C/c1cccc([N+](=O)[O-])c1
-11.6 | -0.16 | 0.93 | COc1ccc(Cn2c(C)c(C)c(C#N)c2NC(=O)Nc2cccc(C)c2)cc1
. | 0.25 | -0.12 | Cc1ccccc1OCC(=O)NN1CCN(C)CC1
-6.2 | -0.6 | -0.16 | Cc1ccccc1-n1c(-c2csc(C)c2C)n[nH]c1=S
-86.1 | -0.84 | -1.28 | O=C1/C(=C/c2ccccc2)Oc2cc(OC(=O)N3CCOCC3)ccc21
-25.9 | 2.32 | 0.65 | CCCSc1nc(=O)n2cccc(C)c2n1
5.7 | -2.05 | -1.19 | COc1ccc(N2CCN(C(=O)c3ccc(C)c(Cl)c3)CC2)cc1
5.3 | -0.35 | -0.16 | COc1ccc(Nc2ncc(C(=O)N3CCN(c4ccccc4OC)CC3)c3ccccc23)cc1
-25.7 | 1.02 | 0.8 | Cc1cc(C(=O)O)c(CCCN)s1
. | 0.2 | 0.31 | CC1Oc2ccccc2N(CC(=O)c2ccccc2)C1=O (stereo not given)
. | 0.31 | 0.28 | COc1ccc(-n2c(Cc3cccn3C)nnc2SCC(=O)N2CCOCC2)cc1
. | 0.67 | 1.19 | CC1(NC(=O)N2CCCCC2)CCS(=O)(=O)C1 (stereo not given)
-35.7 | . | . | CCOC(=O)c1ccc(NC(=S)NCCCN2CCCC2=O)cc1
. | -0.45 | -0.61 | CC(=O)N1CCN(c2ccc(NCc3ccc(F)cc3)cc2)CC1
. | 1.04 | 0.69 | O=C(OCc1cc2ccccc2[nH]c1=O)c1ccccn1
. | -0.63 | -0.9 | Cc1nn(C)cc1CNC(=O)c1ccc(F)cc1
-36.4 | . | . | Cc1ccc(NC(=O)COC(=O)c2ccc(F)cc2Cl)c(Br)c1
2.9 | 0.86 | 0.55 | O=C(O)CCCC(=O)NCCc1ccncc1
-51.7 | 1.23 | 1.07 | COc1c(OC(C)=O)ccc(/C=C/c2ccc3cccc(OCc4ccccc4)c3n2)c1[N+](=O)[O-]
17.1 | -0.96 | 0.26 | Cc1[nH][nH]c(=O)c1C(c1ccc(-c2ccc(Cl)c(Cl)c2)o1)c1c(C)[nH][nH]c1=O
. | -0.54 | -0.88 | O=[N+]([O-])c1ccc(-c2nnc(-c3ccccc3)c(N3CCOCC3)n2)cc1
27.8 | 2.42 | 2.31 | COCCn1c(-c2ccccc2)nc2ccccc21
55.6 | . | . | CN(C)S(=O)(=O)c1ccc(Cl)c(NC(=O)CSc2nnnn2-c2ccc(O)cc2)c1
. | 0.42 | 0.49 | O=C(CCN1C(=O)c2ccccc2C1=O)Nn1cnnc1
30.0 | -0.64 | -0.99 | CC1CCCC(C)N1C(=O)CSc1nnc(NC(=O)Cc2cccs2)s1 (stereo not given)
-25.9 | -0.46 | -0.32 | CCCC(=O)OCC(=O)Nc1ccc(N=Nc2ccccc2)cc1
. | 1.16 | 0.37 | Cn1c(=O)cc(SCC(=O)NCC2CCCO2)c2ccccc21 (stereo not given)
28.9 | -0.25 | -0.17 | CCOC(=O)c1cc2c(=O)n3ccccc3nc2n(Cc2ccccc2)c1=N
-12.2 | . | . | Cn1c(CO)cnc1SCC(=O)c1ccc(Br)cc1
-1.3 | -0.89 | 0.38 | CCNC(=O)N1CCNC(=O)C1CC(=O)OC (stereo not given)
64.3 | 0.05 | 0.26 | Cc1ccc(C)c(OCc2nc(-c3cccnc3)no2)c1
. | -0.84 | -1.36 | O=c1cc(N2CCOCC2)[nH]c(=O)n1-c1ccc(Cl)cc1
12.5 | -0.37 | -0.62 | COc1ccc(NC(=O)N2CCOCC2)cc1OC
-11.4 | 0.08 | 2.22 | CCn1c2ccccc2c2cnc(N=CN(C)C)c(C#N)c21

3 of the entries above in order of the SDO1 yeast rescue value, descending.
INS promoter inh | SDO1 yeast rescue | SDO1 yeast rescue Rescue 24 h | SMILES
27.8 | 2.42 | 2.31 | COCCn1c(-c2ccccc2)nc2ccccc21
. | -0.54 | -0.88 | O=[N+]([O-])c1ccc(-c2nnc(-c3ccccc3)c(N3CCOCC3)n2)cc1
. | -0.84 | -1.36 | O=c1cc(N2CCOCC2)[nH]c(=O)n1-c1ccc(Cl)cc1

More entries.
INS promoter inh | SDO1 yeast rescue | SDO1 yeast rescue Rescue 24 h | SMILES
-28.6 | -0.97 | -0.51 | Cc1ccc(C)c(Cn2c(C(=O)OC(C)C)cc3c2ccn3C)c1
-76.9 | -0.05 | 0.22 | COc1cccc(OC)c1C(=O)Nc1cc(Cl)ccc1N1CCOCC1
. | 1.4 | 0.45 | Cc1cc(C)n2nc(CC(=O)NC3CCCCCCC3)nc2n1
47.1 | 0.14 | -0.45 | COc1ccc(/C=N/N=C/c2ccc(OC)c(O)c2)cc1O
6.2 | . | . | CCOC(=O)Cc1nc2ccccc2o1
. | -0.67 | -0.09 | CCCOC(=O)c1ccc(NC(=O)c2cc(Cl)ccc2OC)cc1
-42.9 | -0.18 | -0.75 | CC1CCN(S(=O)(=O)c2ccc3c(c2)c(=O)c(C(=O)NCc2cccs2)cn3C)CC1
7.7 | . | . | Cc1nnsc1C(=O)NNC(=O)Nc1ccccc1
42.1 | . | . | Cc1ccc(NC(=O)c2ccco2)c(NC(=O)C2CCCO2)c1 (stereo not given)
. | 0.35 | -0.66 | Cc1noc(C)c1CSc1nnc(-c2cccnc2)n1C1CCCCC1C (stereo not given)
. | 0.13 | 0.02 | Cc1cc(NC(=O)C2CCN(S(=O)(=O)c3cnc[nH]3)CC2)ccc1Br
-28.1 | 0.77 | 0.7 | CCCCCCP(=O)(O)c1ccccc1
25.0 | 0.08 | -0.48 | CCN(CC)S(=O)(=O)c1cccc(NC(=O)COC(=O)CCc2nc3ccccc3s2)c1
35.3 | . | . | O=C(c1cccc([N+](=O)[O-])c1)N1CCN(C(=O)c2ccco2)CC1
-42.9 | -1.27 | -0.72 | Cc1cc(Cl)ccc1OCCCC(=O)NCCN1C(=O)S/C(=C\c2cccnc2)C1=O
-33.3 | 0.27 | -0.37 | O=C(CCN1C(=O)C2CCCCC2C1=O)NNC(=O)c1cccc(Cl)c1 (stereo not given)
30.6 | -0.46 | -0.95 | Cc1ccc(CNC(=O)CCNC(=O)c2ccc(Br)o2)cc1
. | -0.94 | -0.44 | O=C(NCc1ccc2c(c1)OCO2)c1nn(-c2ccccc2)c(=O)c2ccccc12
13.5 | 0.47 | -0.01 | O=C(CSc1nc(-c2ccc(F)cc2)cs1)N1CCOCC1

Screening data deposited in PubChem BioAssay by several laboratories.
